NCI-60 one-dose screen, 48 h, at 10 µM unless noted. Numbers give growth in % (100 = growth as untreated, 0 = no growth, -100 = all killed).
LOX IMVI = LOX IMVI melanoma. actives 7.4% (n = 79,000). AID 1794757
HS 578T = HS 578T breast cancer. actives 4.1% (n = 78,000)
BT-549 = BT-549 breast cancer | actives 4.4% (n = 78,000)
SK-MEL-28 = SK-MEL-28 melanoma | actives 4.1% (n = 81,000)
SK-MEL-5 = SK-MEL-5 melanoma. actives 6.4% (n = 80,000). AID 1794755
T-47D = T-47D breast cancer; actives 5% (n = 79,000); AID 1794792
MDA-MB-435 = MDA-MB-435 melanoma; actives 7.8% (n = 82,000)
SK-MEL-2 = SK-MEL-2 melanoma. actives 4.7% (n = 77,000)
Active calls of the source: *; . = not tested or not shown; [ ] = another dose, or the depositor's remark. The calls were made as follows: active = growth percent below 10; inactive = the rest.

SMILES	LOX IMVI	HS 578T	BT-549	SK-MEL-28	SK-MEL-5	T-47D	MDA-MB-435	SK-MEL-2
COc1ccc(C(=O)Nc2cccc(-c3cc(=O)c4c(OC)c(OC)c(OC)cc4o3)c2)cc1	41.9	42.9	51.4	69.0	50.2	45.0	69.6	61.3
COc1ccc(Cl)cc1C/C=N\NC(=O)c1ccncc1	79.7	94.8	94.7	94.8	88.8	70.2	91.3	121.0
CNC(=O)c1cc(-n2ccc3cc(NC(=O)c4ccc(N5CCOCC5)c(C(F)(F)F)c4)ccc32)ccn1	36.1	47.1	43.8	82.2	24.6	25.8	76.4	91.1
COC(=O)CC1CC2(C(=O)OC)c3[nH]c4ccccc4c3CCN2C1=O (centres undefined)	84.3	102.1	104.6	108.1	102.6	99.9	106.4	101.3
COC(=O)/C=C1\SC(=Nc2ccc(C(F)(F)F)cc2)N(CCc2c[nH]c3ccccc23)C1=O	-97.0*	-2.5*	-21.8*	-58.9*	-88.8*	-40.7*	-85.1*	-54.1*
C/C=C(/C)C(=O)OC1C=C(CO)C(=O)C(OC(=O)C(C)(O)C(C)Cl)C1C(C)C (centres undefined)	-75.4*	30.7	-10.0*	-48.9*	-93.0*	.	-23.2*	-23.5*
Brc1cccc(-c2cc(-c3ccc4c(c3)OC=CO4)[nH]n2)c1	45.6	58.8	63.8	50.0	22.8	44.3	-25.2*	58.7
CC(=O)NC1=C(C#N)C(c2ccccc2)c2ccc3ccccc3c2O1 (centres undefined)	82.1	84.5	78.8	80.7	72.0	88.3	18.8	81.5
CCN(CC)C(=N)N	102.5	110.9	.	108.5	105.5	117.4	110.2	112.9
CC(=O)OC1CC2C=CC1C2 (centres undefined)	92.6	96.5	98.9	102.9	101.9	83.8	106.6	109.3
O=[N+]([O-])c1ccc2[nH]cc([C@@]3(O)c4ccccc4-c4c3c3c5cc([N+](=O)[O-])ccc5[nH]c3c3c4[nH]c4ccc([N+](=O)[O-])cc43)c2c1	93.5	55.1	89.1	97.0	94.0	72.8	35.4	86.9
Cc1ccc2[nH]c(=O)cc(-n3nc(C#N)c(C#N)c3N)c2c1	99.9	117.8	91.4	100.4	109.6	78.9	98.4	99.7
CCN(Cc1ccc(S(=O)(=O)O)cc1)c1ccccc1	.	.	124.5	108.9	107.6	108.6	119.9	96.5
NC1(c2nc3ccc4[nH]ncc4c3c3c2CCCC3)CC1	84.3	74.6	90.1	84.4	80.2	.	76.7	95.8
COc1ccc(CCN2CCCn3c2nc2c3c(=O)n(C)c(=O)n2C)cc1	103.2	109.2	97.0	103.4	.	104.0	103.3	108.1
C=CCNC(=S)NNC(=O)CN1CCN(c2cc3c(cc2F)c(=O)c(C(=O)O)cn3C2CC2)CC1	99.3	103.6	99.3	105.6	98.1	107.7	99.4	109.0
CCN(CC)CCCC(C)NC(=O)Nc1cc(OC)cc2cccnc12 (centres undefined)	96.7	105.9	95.7	123.8	113.6	117.2	110.5	101.8
CS(=O)(=O)c1ccc(-c2nc3cc(Cl)ccc3n2CC(=O)NN)cc1	96.6	90.3	95.1	98.3	97.7	.	109.6	96.4
Nc1ncnc2c1ncn2[C@]1(CF)O[C@H](CO)C1CO (some centres undefined)	99.8	177.1	114.5	117.9	106.8	116.9	118.2	87.0
CCN(CC)CCN(C(=O)/C=C/c1ccccc1)C1CCCCC1	99.1	113.2	100.9	105.1	98.6	92.2	108.2	106.3
O=C1C(=O)c2ccccc2C(O)=C1Br	.	.	84.0	112.1	94.8	91.7	104.9	115.0
Cc1cc(CSc2ccccc2C(=O)N2CCN(Cc3ccncc3)CC2)no1	98.3	101.1	108.7	101.6	102.2	109.2	105.2	101.9
CN(Cc1cnc2nc(N)nc(N)c2n1)c1ccc(C(=O)NC(CCC(=O)O)C(=O)O)cc1Br (centres undefined)	17.7	96.7	61.9	50.0	13.8	44.3	39.5	67.4
CC1CC(C)(C)OC(c2ccco2)O1 (centres undefined)	99.9	.	107.7	105.7	108.1	103.1	103.0	117.5
CCOC(=O)c1c2ncccc2n2c(=O)n(-c3ccc(Cl)cc3)nnc12	41.1	93.9	43.6	115.0	85.8	61.1	49.7	107.7
C/C(=N\NC(=O)Nc1c(Cl)cccc1Cl)c1cc2ccccc2oc1=O	98.5	98.1	123.6	97.4	90.1	94.0	101.9	.
Cn1c([N+](=O)[O-])cnc1/C=C1\Oc2ccccc2C1=O	-50.2*	-21.8*	-28.6*	-25.9*	-94.1*	87.3	-86.8*	-53.3*
COc1cc(C(=O)OC(C)CC(C)C)cc(OC)c1O (centres undefined)	100.8	99.3	109.9	95.2	99.7	102.5	108.2	105.3
C=CCOC(=O)C(C(=O)Cc1ccccc1)c1ccccc1 (centres undefined)	111.3	.	98.4	108.0	107.8	99.2	113.0	103.9
NC1=NCCN1	94.3	99.4	135.8	99.2	105.1	105.9	102.8	88.3

In another format: entries from further up
smiles,LOX IMVI,HS 578T,BT-549,SK-MEL-28,SK-MEL-5,T-47D,MDA-MB-435,SK-MEL-2
Nc1ncnc2c1ncn2[C@]1(CF)O[C@H](CO)C1CO (some centres undefined),99.8,177.1,114.5,117.9,106.8,116.9,118.2,87.0
CCN(CC)CCN(C(=O)/C=C/c1ccccc1)C1CCCCC1,99.1,113.2,100.9,105.1,98.6,92.2,108.2,106.3
O=C1C(=O)c2ccccc2C(O)=C1Br,.,.,84.0,112.1,94.8,91.7,104.9,115.0
Cc1cc(CSc2ccccc2C(=O)N2CCN(Cc3ccncc3)CC2)no1,98.3,101.1,108.7,101.6,102.2,109.2,105.2,101.9
CN(Cc1cnc2nc(N)nc(N)c2n1)c1ccc(C(=O)NC(CCC(=O)O)C(=O)O)cc1Br (centres undefined),17.7,96.7,61.9,50.0,13.8,44.3,39.5,67.4
CC1CC(C)(C)OC(c2ccco2)O1 (centres undefined),99.9,.,107.7,105.7,108.1,103.1,103.0,117.5
CCOC(=O)c1c2ncccc2n2c(=O)n(-c3ccc(Cl)cc3)nnc12,41.1,93.9,43.6,115.0,85.8,61.1,49.7,107.7
C/C(=N\NC(=O)Nc1c(Cl)cccc1Cl)c1cc2ccccc2oc1=O,98.5,98.1,123.6,97.4,90.1,94.0,101.9,.
Cn1c([N+](=O)[O-])cnc1/C=C1\Oc2ccccc2C1=O,-50.2*,-21.8*,-28.6*,-25.9*,-94.1*,87.3,-86.8*,-53.3*

Other records follow:
SMILES	LOX IMVI	HS 578T	BT-549	SK-MEL-28	SK-MEL-5	T-47D	MDA-MB-435	SK-MEL-2
O=C1CC(c2ccc3c(c2)OCO3)c2scc(-c3ccc(F)cc3)c2N1 (centres undefined)	85.7	96.2	77.0	112.7	54.8	80.9	98.9	68.2
NC(=O)C1Cc2ccccc2CN1C(=O)c1ccc2ccccc2c1 (centres undefined)	.	104.2[50 µM]	116.3[50 µM]	105.3[50 µM]	96.0[50 µM]	100.5[50 µM]	98.0[50 µM]	103.8[50 µM]
CCOC(=O)CCNc1nc(N)nc(N(C)c2ccccc2)c1C=O	105.7	109.9	103.1	120.2	112.6	106.5	99.8	107.5
CCOC(=O)CCCNC(=O)c1sc2c(c1C)c(=O)nc1c(C#N)n[nH]n12	94.0	109.4	116.6	107.3	105.0	107.8	112.9	101.3
C1CN(CC2CO2)CCO1 (centres undefined)	102.1	104.6	94.9	112.7	99.4	96.7	108.1	92.4
COc1ccc(-c2nn(-c3ccccc3)cc2/C=C/C(=O)c2ccc(NC(=O)CCCCCCC(=O)NNc3ccccc3)cc2)cc1	82.8	102.2	86.3	103.5	102.2	96.3	98.5	86.0
Cc1cc(N=C2NC(=O)/C(=C/C=C\c3ccccc3)S2)no1	52.9	86.8	.	70.0	.	58.3	67.4	63.6
COc1c2ccoc2cc2oc(C)c(-c3cc(-c4ccc(F)cc4)c(C#N)c(N)n3)c(=O)c12	51.6	79.0	83.9	.	73.9	30.3	68.8	85.1
COc1cc(/C=N/NC(=O)c2cnn3c2NC(c2ccccc2)C3)cc(OC)c1OC (centres undefined)	61.3	65.2	60.2	70.4	50.4	.	-15.9*	47.6
Oc1ccccc1C=Nc1ccccc1N=Cc1ccccc1O	87.9	105.6	.	93.2	73.8	65.7	99.6	.
COc1ccc2[nH]c(=O)cc(-n3ncc(C#N)c3N)c2c1	100.7	99.1	93.6	111.7	98.7	.	102.3	107.9
Nc1nc(/C=C(/O)c2ccccc2)c2ncn(C3OC(CO)C(O)C3O)c2n1 (centres undefined)	96.8	106.2	94.2	102.2	88.8	76.1	85.5	115.5
O=C(Nc1ncc(Cc2cc(Cl)ccc2Cl)s1)c1cccs1	43.3	74.3	74.6	63.7	42.9	44.8	4.2*	50.5
O=C(O)CC(O)C(O)C(O)CO (centres undefined)	100.7	101.4	90.8	104.0	101.3	83.3	106.3	103.5
COc1cccc(-c2nc3sccn3c2-c2ccnc(NCCNS(=O)(=O)c3cccc4ccccc34)c2)c1	71.8	79.0	58.7	95.9	47.8	18.3	65.1	72.8
C=C(C)[C@@H]1CC[C@]2(C)[C@H](CC=C3[C@@H]4[C@H](C)[C@@H](C)CC[C@]4(CO)CC[C@]32C)[C@@]1(C)CCCN	-99.0*	25.3	55.3	-35.3*	67.1	-34.1*	-60.3*	-24.7*
COc1ccc(-c2nn3c(CCC(=O)c4nc5ccccc5[nH]4)nnc3s2)cc1	91.5	.	92.9	114.8	96.3	82.7	107.8	102.0
c1ccc(-c2oc3ccccc3c2-c2ccccc2)cc1	95.8	110.1	106.4	112.9	84.3	75.7	99.5	92.9
O=C1CCC(NS(=O)(=O)c2ccccc2)N1 (centres undefined)	98.8	100.4	104.3	100.3	109.2	100.0	99.5	102.2
COc1cc(/C=C2\SC(=O)N(Cc3ccc(-c4ccccc4C#N)cc3)C2=O)cc(OC)c1OC	98.8	101.3	110.5	114.1	98.7	67.6	94.7	102.3
Cc1ccc(C(=O)N2Cc3ccccc3CC2C(=O)N2CCCC2)cc1 (centres undefined)	104.4[50 µM]	96.4[50 µM]	119.8[50 µM]	125.9[50 µM]	98.1[50 µM]	97.2[50 µM]	108.1[50 µM]	109.0[50 µM]
O=C(/C=C/c1cccc(B(O)O)c1)c1cccc(B(O)O)c1	-85.6*	16.9	-91.0*	-21.4*	22.1	11.1	0.8*	44.8
Cc1nn(-c2ccc([N+](=O)[O-])cc2)c2ncnc(N/N=C/c3cccc([N+](=O)[O-])c3)c12	.	55.4	84.3	62.3	85.4	83.7	84.8	90.9
CCCC1OC(c2ccc(C(C)C)cc2)OCC1CC (centres undefined)	97.7	99.6	101.5	103.7	103.9	85.7	105.3	98.4
COc1cccc(/C=C2\Cc3c(F)ccc(Br)c3C2=O)c1OC	.	102.6	105.1	100.6	100.0	95.7	98.7	103.3
O=C(O)CCCCOc1ccc([N+](=O)[O-])cc1Cl	112.5	117.8	106.0	112.7	106.3	104.7	91.5	117.1
O=C(Nc1nccs1)c1ccc(Cl)cc1	110.4	124.9	97.8	95.7	108.6	97.5	114.7	119.8
N#CC1=C(N)Oc2c(ccc3ccccc23)C1c1ccc(Br)cc1 (centres undefined)	96.9	99.0	104.0	126.5	.	95.8	101.9	102.0
C=C(C=O)C1CCC2(C(=O)O)CCC3(C)C(CCC4C5(C)CCC(O)C(C)(C)C5CCC43C)C12 (centres undefined)	-74.1*	.	17.4	-30.8*	-96.9*	45.0	16.0	30.1
CCCNC(c1ccc(N(CC)CC)cc1)C(Cl)(Cl)Cl (centres undefined)	92.2	113.0	145.6	102.8	103.1	69.3	117.2	104.9
N#CCc1c(Cl)ccc(Cl)c1Cl	65.9	109.5	89.1	102.3	100.7	85.1	98.7	96.4
Cc1nc(N)cc(=O)[nH]1	98.9	103.6	116.9	109.7	109.7	102.9	106.0	102.5
Nc1cccc(-c2nc3sccn3c2-c2ccnc(NCCNS(=O)(=O)c3cccc4ccccc34)n2)c1	76.6	100.8	94.5	114.3	91.7	69.9	104.0	104.6
COc1ccc(CN2CCc3c(nc(N)nc3Sc3ccc(C(C)C)cc3)C2)c(OC)c1	74.7	97.0	83.5	95.2	57.3	57.9	79.6	99.3
O=C1CSC(c2ccc3c(c2)OCO3)N1Cc1ccc2c(c1)OCO2 (centres undefined)	94.8	101.1	87.6	101.7	80.9	81.3	51.0	98.4
O=C1c2nccnc2C(=O)N1c1c(Cl)cc(Cl)cc1Cl	100.3	115.3	95.5	103.4	106.8	94.6	107.1	100.2
Cc1ccc(Oc2nc3ccccc3cc2-c2nnc(COc3ccccc3)o2)cc1	85.8	97.1	91.3	104.9	98.5	82.4	102.0	103.2
C#Cc1cccc(Oc2ccccc2NC(=O)C=C)c1	93.7[8.25 µM]	100.3[8.25 µM]	98.4[8.25 µM]	107.9[8.25 µM]	102.1[8.25 µM]	82.7[8.25 µM]	95.0[8.25 µM]	106.9[8.25 µM]
COc1ccc(-n2c(Cn3nc(C)cc3C)nnc2SCC(=O)Nc2ccc(S(N)(=O)=O)cc2)cc1	85.9	99.6	103.0	107.0	97.8	90.4	100.5	105.2
Cn1cc(-c2noc(-c3cn(C)c4ncccc34)n2)c2ccccc21	86.7	99.0	.	86.3	85.9	56.5	63.0	83.1
COc1cc(-c2nc(SCC(=O)Nc3ccc(C(C)=O)cc3)[nH]c(=O)c2C#N)cc(OC)c1OC	18.5	10.6	36.8	57.8	15.2	35.9	-46.1*	35.9
CC(C)=CCC/C(C)=C/COc1ccc2ccc(=O)oc2c1	91.7	90.2	107.1	101.4	99.7	64.4	88.7	97.2
CCSc1nnc(NC(=O)CCNS(=O)(=O)c2ccc(C)cc2)s1	102.9	122.3	121.6	115.3	108.0	107.6	115.9	94.1
